15-hLO inh: inhibitors of human 15-lipoxygenase (ALOX15). Potency, µM (titrated, usually from 57.1 µM), for the others: top-dose activity change, negative = inhibition, hits mostly inhibitors. 74,000 compounds, 1.4% hits. purified 15hLO-1, xylenol orange hydroperoxide absorbance; further: potency means the concentration at half of the fitted maximal effect; on the % scale 0 is the no-effect control and ±100 the full control effect; nearly all actives have a fitted effect of over 55% in size
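40 nM 15hLO-1 + cpd, 15 min RT; start w/ 50 uM AA (final), 6 min RT; stop/detect w/ 200 uM XO + 300 uM Fe(II) in 50 mM H2SO4, 30 min; A573/A405. Buffer 25 mM Hepes pH 7.5, 0.01% Triton X-100. No-enzyme wells as negative control.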
Rhodamine fluor: rhodamine region autofluorescence. Rhodamine-region fluorescence, 547/598 nm, Tris buffer; active compounds read high. 59,000 compounds, 0.05% hits. max dye-equivalent concentration, M; in the data active means max dye-equivalent concentration above about 11 nM; inconclusive means between about 1.1 nM and that limit
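Steps: pin-transfer compounds into pH 8.0 Tris (100 mM), hold 15 min at room temperature, image with a 547/598 nm filter pair, and convert intensities to rhodamine-equivalent concentration using a six-point on-plate rhodamine series.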
Tau fil binding: binds recombinant human tau filaments. P10636. recombinant tau filaments, thioflavin S fluorescence, 15 h; filaments grown with octadecylsulfate alongside compound. Potency, µM (highest dose often 57.1 µM), without a hit: at the highest dose activity change, negative = inhibition. 71,000 compounds, 2% hits. AID 596;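 further: potency means the concentration at half of the fitted maximal effect; on the % scale 0 is the no-effect control and ±100 the full control effect; actives lower thioflavin S fluorescence by blocking filaments or displacing dye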
Target sequence (P10636 whole entry, looked up): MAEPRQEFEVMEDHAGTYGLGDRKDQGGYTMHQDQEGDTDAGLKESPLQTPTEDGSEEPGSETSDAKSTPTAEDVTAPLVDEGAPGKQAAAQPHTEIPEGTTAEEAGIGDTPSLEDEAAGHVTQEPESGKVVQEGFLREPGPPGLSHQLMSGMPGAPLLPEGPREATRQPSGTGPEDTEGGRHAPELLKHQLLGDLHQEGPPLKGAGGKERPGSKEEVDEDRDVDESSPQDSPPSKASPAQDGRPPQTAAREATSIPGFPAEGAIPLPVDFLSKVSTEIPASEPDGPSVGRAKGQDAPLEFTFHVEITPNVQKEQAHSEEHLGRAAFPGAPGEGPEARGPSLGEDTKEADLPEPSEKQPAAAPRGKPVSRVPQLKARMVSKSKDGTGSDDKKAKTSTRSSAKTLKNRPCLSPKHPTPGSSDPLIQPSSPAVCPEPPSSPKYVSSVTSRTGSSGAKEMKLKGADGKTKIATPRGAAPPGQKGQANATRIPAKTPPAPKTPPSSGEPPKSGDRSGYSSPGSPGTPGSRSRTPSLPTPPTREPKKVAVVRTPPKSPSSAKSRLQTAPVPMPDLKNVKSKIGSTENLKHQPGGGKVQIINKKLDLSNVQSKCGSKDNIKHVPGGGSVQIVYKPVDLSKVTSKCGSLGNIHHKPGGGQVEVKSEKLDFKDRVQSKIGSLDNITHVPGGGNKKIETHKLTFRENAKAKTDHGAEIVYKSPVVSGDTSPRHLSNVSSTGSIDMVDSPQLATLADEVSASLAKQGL
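Thioflavine S fluorescence (ex 450, em 510 nm) reports filaments formed from 1 uM human tau plus 30 uM ODS over 15 h at 37 C (10 mM HEPES pH 7.4, 100 mM NaCl, 5 mM DTT); compounds displacing dye or blocking filaments lower signal.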
HADH2 inh: inhibitors of human HADH2 dehydrogenase; Q99714; recombinant HADH2, NADH fluorescence, beta-hydroxybutyryl-CoA; Potency, µM (highest dose often 57.1 µM), without a hit: top-dose activity change, negative = inhibition, actives largely listed as inhibitors; 73,000 compounds, 3.4% hits; AID 886; further: potency means the concentration at half of the fitted maximal effect; on the % scale 0 is the no-effect control and ±100 the full control effect; nearly all actives have a fitted effect of over 60% in size; many of its hits are not listed in these tables
Target sequence (Q99714 whole entry, looked up, one chain of several): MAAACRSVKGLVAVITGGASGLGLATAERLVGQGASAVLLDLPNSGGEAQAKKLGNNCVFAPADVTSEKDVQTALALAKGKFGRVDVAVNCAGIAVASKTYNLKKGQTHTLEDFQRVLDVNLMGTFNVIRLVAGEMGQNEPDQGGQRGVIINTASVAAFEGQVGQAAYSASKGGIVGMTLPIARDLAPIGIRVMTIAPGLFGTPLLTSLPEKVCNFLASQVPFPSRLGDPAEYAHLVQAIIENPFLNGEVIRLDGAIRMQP
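20 nM HADH2 + cpd, 15 min RT; add 1 mM NAD+/90 uM beta-hydroxybutyryl-CoA; kinetic fluorescence 360/450 nm, 4 min. Tris-HCl pH 9.0, 0.01% Tween-20.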
BRCT PPI green: BRCA1 BRCT-phosphoprotein interaction inhibition | 75,000 compounds, 0.05% hits | BRCA1 BRCT-phosphopeptide binding, green fluorescence polarization | P38398 | Potency, µM (doses to about 76.9 µM), inactives show at the top dose activity change, negative = inhibition, most hits filed as inhibitors;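 further: potency means the concentration at half of the fitted maximal effect; plate controls were peptide without protein for full effect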
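Compounds were incubated for 12 min at room temperature with a complex of 100 nM fluorescein-tagged pBACH1 decapeptide and 250 nM His-tagged BRCT protein. Buffer was phosphate pH 7.3 with EDTA, DTT and Tween 20. Disruption of binding lowers the polarization signal.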
BRCT PPI red: disrupts BRCA1 BRCT binding to phosphoprotein, red fluorophore readout. BRCT-phosphopeptide binding, red fluorescence polarization. Potency, µM (titrated, usually from 76.9 µM), for the others: at the top dose activity change, negative = inhibition, usual class: inhibitors. 75,000 compounds, 0.03% hits. AID 892; further: on the % scale 0 is the no-effect control and ±100 the full control effect
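Rhodamine-labelled pBACH1 10-mer (100 nM) bound to BRCT domain (100 nM) at pH 7.3; compounds incubated 12 min room temperature, polarization read. Free peptide defines full inhibition; unlabelled decapeptide titrated as control.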
Casp7 inh: caspase-7 (human) inhibition, allosteric or competitive; 75,000 compounds, 0.02% hits; recombinant caspase-7, Ac-DEVD-AFC fluorescence rate; AID 889; Potency, µM (top dose mostly 57.5 µM), for the others: at the top dose activity change, negative = inhibition, usual class: inhibitors; active means well fitted inhibition curve with a large enough effect in the main read-out, with a control signal flat, not every such curve was filed as active; inconclusive means small, poorly fitted or top-dose-only effect, or a change in a side signal; further: potency means the concentration at half of the fitted maximal effect; % of control where 0% means no effect
USP2a inhib: blocks human ubiquitin-specific protease USP2a. AID 927. Potency, µM (top dose mostly 38.3 µM), for inactives: at the highest dose activity change, negative = inhibition, actives largely listed as inhibitors. 60,000 compounds, 0.1% hits. O75604. USP2a enzymatic assay, qHTS inhibition;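 further: potency means the concentration at half of the fitted maximal effect; nearly all actives have a fitted effect of over 60% in size; plate controls were DMSO for no effect and NEM full inhibition control for full effect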
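USP2 core (20 nM final) was preincubated with compound for 30 min at RT in 20 mM Tris-HCl pH 8.0, 2 mM CaCl2, 2 mM beta-mercaptoethanol; Ub-PLA2 (20 nM) plus NBD C6-HPC (20 uM) then added, fluorescence read after 2.5 h.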
Casp1 inh: caspase-1 (human) inhibition, allosteric or competitive | Caspase-1 enzyme, Ac-WEHD-AFC fluorogenic rate | Potency, µM (highest dose often 57.5 µM), inactives show top-dose activity change, negative = inhibition, hits mostly inhibitors | 75,000 compounds, 0.03% hits | AID 900;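 further: potency means the concentration at half of the fitted maximal effect; plate controls were vehicle for no effect and no substrate for full effect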
Pol III holo inh: blocks replication by bacterial DNA polymerase III holoenzyme | Potency, µM (highest dose often 57.1 µM), inactives show top-dose activity change, negative = inhibition | reconstituted DNA polymerase III holoenzyme replication, biochemical | 71,000 compounds, 0.25% hits; further: potency means the concentration at half of the fitted maximal effect; on the % scale 0 is the no-effect control and ±100 the full control effect
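Reconstituted *E. coli* holoenzyme (0.35 nM Pol III, 1 nM beta, 154 nM SSB, 2 nM primase) was preincubated with compound for 15 min at RT. Synthesis on 1.4 nM ssM13Gori ran 35 min, then was stopped with PicoGreen/EDTA and read as dsDNA fluorescence.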
HEK293 cAMP ctrl: counter-screen for TSHR agonists: cAMP increase in parental HEK293; Potency, µM (highest dose often 57.1 µM), without a hit: at the top dose activation, actives largely listed as activators; 73,000 compounds, 2.5% hits; AID 938; parental HEK293 CNG cAMP sensor, membrane potential fluorescence; further: potency means the concentration at half of the fitted maximal effect; % of control where 0% means no effect; nearly all actives have a fitted effect of over 55% in size
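Parental HEK 293 cells stably expressing a modified CNG channel (no TSHR) report cAMP rise as membrane depolarization. Membrane potential dye with 100 uM RO 20-1724 was loaded for 60 min at room temperature, then compound added for 30 min; fluorescence read at 590 nm.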
Starred values were filed as active, the others as inactive; i = inactive; ? = inconclusive; / = no result given; [ ] = dose if it differs, or a comment. Unless noted, the call rests on the fitted dose curve; in most records, active means well fitted curve in the direction sought with a large enough effect; inconclusive means small, poorly fitted or top-dose-only effect, or another doubt; inactive means no such curve, though single readings can be large; an effect the other way counts as inactive or inconclusive. Only part of the results is shown (hit frequency here may not be typical).

Results follow in this order: 15-hLO inh, Rhodamine fluor, Tau fil binding, HADH2 inh, BRCT PPI green, BRCT PPI red, Casp7 inh, USP2a inhib, Casp1 inh, Pol III holo inh, HEK293 cAMP ctrl
(1) Cc1ccc(NC(=O)C2CCN(S(=O)(=O)c3c(C)n[nH]c3C)CC2)nc1
 : 11%, i, -9%, 9%, -0.7%, 1.1%, -9%, 8%, -12%, -3%, 27%
(2) CCCc1cc(C(=O)N(C2CCCCC2)C2CCCCC2)no1
 : -7%, /, -25%, -12%, 0.7%, -0.5%, -1%, /, 1%, -2%, 25%
(3) OCc1n[nH]c(CO)n1
 : -1%, i, -11%, 2%, -3.5%, 0.7%, -1%, -3%, 4%, 0%, 9%
(4) O=C(NCCc1nc2ccccc2[nH]1)Nc1ccccc1
 : 9%, /, -1%, 6%, -0.6%, 0.9%, 0%, 2%, 0%, -6%, 0%
(5) O=C(CSc1nc2ccccc2c(=O)n1CC1CCCO1)NCC1CCCO1 (stereo not drawn)
 : 9%, i, -4%, 4%, -1.3%, 0.2%, -3%, -2%, -1%, -3%, 12%
(6) Cc1ccc(C(=O)CSc2nc3cccnc3n2C)cc1
 : -11%, i, -8%, -6%, -1.2%, 2.5%, 1%, 0%, -2%, -4%, 17%
(7) CCCC(C)C(=O)Nc1nnc(C)s1 (stereo not drawn)
 : 4%[11.4 µM], /, -2%[11.4 µM], -7%[11.4 µM], -1.1%, 1.2%, 2%, 0%[7.66 µM], 2%, -6%[11.4 µM], -4%[11.4 µM]
(8) COC(=O)[C@@H](NC(=O)NCc1cccc(OC)c1)C(C)C
 : 8%, i, -12%, 0%, -2.2%, 0.2%, 1%, 6%, -2%, 0%, 7%
(9) CSc1ccc(-c2nnn(Cc3ccccn3)n2)cc1
 : 2%, i, 6%, 1%, 0.8%, -3.3%, 1%, 5%, -1%, 0%, 6%
(10) Cc1noc(C)c1S(=O)(=O)N1CCCC(C(=O)N2CCN(C3CCCCC3)CC2)C1 (stereo not drawn)
 : 4%, /, -18%, 5%, -2.6%, 1.2%, 0%, /, -1%, -6%, 14%
(11) CN(C)C(=O)COc1ccc2ccc(=O)oc2c1
 : 10%, /, 0%, ?, -1.4%, -0.8%, 2%, -5%, 2%, 2%, 2%
(12) O=C(NC1=NCCS1)C12CC3CC(C1)CC(C(=O)NC1=NCCS1)(C3)C2
 : 16%, i, -5%, 4%, -1.6%, -1.5%, 0%, -3%, 0%, -4%, -5%
(13) CCOC(=O)c1[nH]c2ccc(C)cc2c1N=C(C)N(C)C
 : 7%, i, 3%, -5%, -1.2%, -2.9%, -1%, -9%, -2%, 1%, ?
(14) CN1CC(=O)N/C1=N/C(=O)Nc1cccc(Cl)c1
 : -26%, /, /, 12%, 1.2%, -0.6%, -1%, /, 5%, /, 10%
(15) N#CCCN1CCN(S(=O)(=O)c2ccc(S(=O)(=O)NC3CC3)cc2)CC1
 : 7%, /, -8%, 0%, -0.8%, -0.6%, -1%, /, -2%, -3%, 3%
(16) COCCNC(=O)C(c1cccc(OC)c1)N(Cc1cccs1)C(=O)Cn1nnc2ccccc21 (stereo not drawn)
 : -5%, i, -4%, 3%, 0.0%, 0.1%, 7%, -3%, 1%, 1%, 25%
(17) CCc1nnc(NC(=O)CN2C(=O)c3ccccc3C2=O)s1
 : 1%, i, 2%, 13%, -0.5%, 0.3%, 1%, -3%, 0%, -4%, 6%
(18) CCCCCn1c(=O)[nH]c2c(c1=O)CCC2
 : 11%, i, 6%, 1%, -1.2%, -0.4%, 7%, -2%, 0%, 1%, -2%
(19) COc1cccc(C2=CC(c3cc(OC)ccc3OC)n3nnnc3N2)c1 (stereo not drawn)
 : -16%, i, -2%, -3%, -1.2%, -0.8%, -14%, 18%, -12%, 3%, 51%
(20) Oc1ccc(-c2n[nH]c(=S)n2Cc2ccccc2)cc1
 : -14%, /, 2%, ?, 1.6%, -1.2%, 1%, 1%, 1%, 0%, -7%

Next compounds:
Results follow in this order: 15-hLO inh, Rhodamine fluor, Tau fil binding, HADH2 inh, BRCT PPI green, BRCT PPI red, Casp7 inh, USP2a inhib, Casp1 inh, Pol III holo inh, HEK293 cAMP ctrl
(21) N#Cc1cccc(-c2nccc(-n3ccnc3)n2)c1
 : 10µM*, i, 0%, 7.9µM*, -1.6%, -2.7%, -3%, 25%, -2%, 3%, -14%
(22) O=C(N1CCN(c2ccccc2)CC1)C12CC3CC(CC(C3)C1)C2
 : 1%, i, -10%, 7%, -1.7%, -1.8%, 0%, 3%, -2%, -5%, 17%
(23) COc1ccc(N2CCN(C(=O)c3ccc(CNc4c(N5CCOCC5)c(=O)c4=O)cc3)CC2)cc1
 : -14%, /, -9%, -8%, -0.7%, -0.1%, 1%, /, -1%, 2%, 8%
(24) CNC(=O)c1c(I)c(C(=O)NCC(=O)Nc2c(I)c(C(=O)O)c(I)c(C(=O)NCCO)c2I)c(I)c(N(C)C(C)=O)c1I
 : 1%[25.6 µM], i, 104%[25.6 µM], 7%[25.6 µM], -1.0%[34.4 µM], -0.9%[34.4 µM], 0%[25.7 µM], -3%[17.1 µM], -3%[25.7 µM], -6%[25.6 µM], 3%[25.6 µM]
(25) CN(C)C(=O)c1ccc(-c2cncnc2NCCN2CCOCC2)cc1
 : -9%, i, 3%, -28%, -3.8%, 1.4%, -2%, -11%, 0%, -6%, 6%
(26) COCCn1c(=O)[nH]c2cc(C(=O)OC)ccc2c1=O
 : 7%, i, -8%, 3.2µM*, -0.7%, -1.6%, -1%, 4%, -2%, 1%, -2%
(27) N[C@H](C(=O)O)c1nn[nH]n1
 : -5%[25.6 µM], /, ?, 7%, -0.8%, 0.7%, -2%, /, 4%, -3%, 0%
(28) COc1cccc(NC(=O)c2ccccc2NS(C)(=O)=O)c1
 : 6%, i, 10%, -6%, 0.0%, 0.1%, 1%, -2%, -1%, 0%, -1%
(29) Cc1ccc2c(c1)CCCN2C(=O)c1cccs1
 : 0%, i, 4%, -5%, -1.1%, 0.2%, 1%, -2%, 0%, -1%, ?
(30) CCOC(=O)Cc1nnc(NC(=O)c2ccccc2OCC)s1
 : 5%, /, 24%, -3%, 1.4%, -3.3%, 1%, 14%, 0%, -1%, ?
(31) Nc1nnc(SCc2cc3c(cc2Cl)OCO3)s1
 : -1%, i, -6%, 0%, -2.5%, -0.5%, 1%, 24%, 1%, -1%, 5%
(32) CCn1cc(C(=O)OCC(=O)Nc2ccc(S(=O)(=O)N3CCCC3)cc2)c(=O)c2ccc(C)nc21
 : -25%, i, 7%, 11%, -0.1%, -0.6%, -1%, 38%[activator], -3%, 4%, 19%
(33) O=C(NCc1cccnc1)c1nnc(Cc2ccc(F)cc2)o1
 : 4%, /, -12%, 4%, -3.3%, 1.8%, -2%, /, 3%, -4%, -5%
(34) Cc1onc(-c2ccccc2Cl)c1C(=O)Nc1nnc(C(C)C)s1
 : -4%, /, -3%, -5%, -0.8%, -1.3%, -1%, /, -5%, -9%, ?
(35) CCN(CC(=O)Nc1ccc2c(c1)OCCO2)c1nc(-c2cccnc2)nc2ccccc12
 : -1%, i, -10%, 31%[activator], 6.6%, -2.0%, -2%, 92%[activator][46.1 µM], -2%, -8%, -1%
(36) CCOCCSc1nnc2nc(C)cc(C)n12
 : -2%, i, -15%, 5%, 1.1%, -1.0%, -3%, 23%, -3%, -8%, -2%
(37) Cc1cccc(NC(=O)C2CCCN(c3nc(C)cc(C)n3)C2)c1 (stereo not drawn)
 : -11%, i, -2%, 25%, -0.8%, -0.3%, 0%, -12%, -3%, -2%, ?
(38) O=C(NCc1ccccc1)c1cc(-c2ccco2)on1
 : -2%, i, -1%, 6%, 2.2%, -1.6%, -2%, 16%, -14%, -1%, 10%
(39) CCOC(=O)N1CCN(CCC(=O)c2ccc(Cl)cc2)CC1
 : -6%, i, 3%, -15%, -1.0%, 1.3%, 2%, -6%, 1%, 8%, ?
(40) CCOC(=O)Cc1csc(NC(=O)c2csc(C)c2)n1
 : -11%, i, -2%, 2%, -2.2%, 0.5%, 1%, 5%, -1%, -1%, ?
(41) O=C(NCCN1CCN(c2ccccc2)CC1)c1ccc(NC(=O)C2CCCO2)cc1 (stereo not drawn)
 : 7%, i, -2%, 4%, -2.1%, 1.0%, 3%, 4%, 1%, 1%, -2%
(42) Cc1ccc(OCCCCn2ccnc2)c(Cl)c1
 : 19%, i, 52%, -1%, 2.0%, -0.2%, -2%, -12%, -2%, -3%, 12%
